Pf apPOL inh = Pf-apPOL inhibitors, biochemical, fluorescence. Plasmodium falciparum apicoplast DNA polymerase (apPOL). Recombinant Pf-apPOL, molecular beacon fluorescence, 1.5 h. inhibition, % at 10 µM. actives 0.25% (n = 210,000). AID 1794808, 2022
mHTT-CaM PPI inh = mutant huntingtin-calmodulin interaction inhibitors – biochemical, AlphaScreen, primary screen. P42858. AlphaScreen His-mHTT/GST-CaM binding, luminescence. inhibition, % at 15 µM. actives 3.6% (n = 190,000). AID 1671202, 2021;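 further: 0% = both proteins with DMSO and 100% = one protein alone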
Target sequence (P42858 whole entry, looked up, stated change not applied): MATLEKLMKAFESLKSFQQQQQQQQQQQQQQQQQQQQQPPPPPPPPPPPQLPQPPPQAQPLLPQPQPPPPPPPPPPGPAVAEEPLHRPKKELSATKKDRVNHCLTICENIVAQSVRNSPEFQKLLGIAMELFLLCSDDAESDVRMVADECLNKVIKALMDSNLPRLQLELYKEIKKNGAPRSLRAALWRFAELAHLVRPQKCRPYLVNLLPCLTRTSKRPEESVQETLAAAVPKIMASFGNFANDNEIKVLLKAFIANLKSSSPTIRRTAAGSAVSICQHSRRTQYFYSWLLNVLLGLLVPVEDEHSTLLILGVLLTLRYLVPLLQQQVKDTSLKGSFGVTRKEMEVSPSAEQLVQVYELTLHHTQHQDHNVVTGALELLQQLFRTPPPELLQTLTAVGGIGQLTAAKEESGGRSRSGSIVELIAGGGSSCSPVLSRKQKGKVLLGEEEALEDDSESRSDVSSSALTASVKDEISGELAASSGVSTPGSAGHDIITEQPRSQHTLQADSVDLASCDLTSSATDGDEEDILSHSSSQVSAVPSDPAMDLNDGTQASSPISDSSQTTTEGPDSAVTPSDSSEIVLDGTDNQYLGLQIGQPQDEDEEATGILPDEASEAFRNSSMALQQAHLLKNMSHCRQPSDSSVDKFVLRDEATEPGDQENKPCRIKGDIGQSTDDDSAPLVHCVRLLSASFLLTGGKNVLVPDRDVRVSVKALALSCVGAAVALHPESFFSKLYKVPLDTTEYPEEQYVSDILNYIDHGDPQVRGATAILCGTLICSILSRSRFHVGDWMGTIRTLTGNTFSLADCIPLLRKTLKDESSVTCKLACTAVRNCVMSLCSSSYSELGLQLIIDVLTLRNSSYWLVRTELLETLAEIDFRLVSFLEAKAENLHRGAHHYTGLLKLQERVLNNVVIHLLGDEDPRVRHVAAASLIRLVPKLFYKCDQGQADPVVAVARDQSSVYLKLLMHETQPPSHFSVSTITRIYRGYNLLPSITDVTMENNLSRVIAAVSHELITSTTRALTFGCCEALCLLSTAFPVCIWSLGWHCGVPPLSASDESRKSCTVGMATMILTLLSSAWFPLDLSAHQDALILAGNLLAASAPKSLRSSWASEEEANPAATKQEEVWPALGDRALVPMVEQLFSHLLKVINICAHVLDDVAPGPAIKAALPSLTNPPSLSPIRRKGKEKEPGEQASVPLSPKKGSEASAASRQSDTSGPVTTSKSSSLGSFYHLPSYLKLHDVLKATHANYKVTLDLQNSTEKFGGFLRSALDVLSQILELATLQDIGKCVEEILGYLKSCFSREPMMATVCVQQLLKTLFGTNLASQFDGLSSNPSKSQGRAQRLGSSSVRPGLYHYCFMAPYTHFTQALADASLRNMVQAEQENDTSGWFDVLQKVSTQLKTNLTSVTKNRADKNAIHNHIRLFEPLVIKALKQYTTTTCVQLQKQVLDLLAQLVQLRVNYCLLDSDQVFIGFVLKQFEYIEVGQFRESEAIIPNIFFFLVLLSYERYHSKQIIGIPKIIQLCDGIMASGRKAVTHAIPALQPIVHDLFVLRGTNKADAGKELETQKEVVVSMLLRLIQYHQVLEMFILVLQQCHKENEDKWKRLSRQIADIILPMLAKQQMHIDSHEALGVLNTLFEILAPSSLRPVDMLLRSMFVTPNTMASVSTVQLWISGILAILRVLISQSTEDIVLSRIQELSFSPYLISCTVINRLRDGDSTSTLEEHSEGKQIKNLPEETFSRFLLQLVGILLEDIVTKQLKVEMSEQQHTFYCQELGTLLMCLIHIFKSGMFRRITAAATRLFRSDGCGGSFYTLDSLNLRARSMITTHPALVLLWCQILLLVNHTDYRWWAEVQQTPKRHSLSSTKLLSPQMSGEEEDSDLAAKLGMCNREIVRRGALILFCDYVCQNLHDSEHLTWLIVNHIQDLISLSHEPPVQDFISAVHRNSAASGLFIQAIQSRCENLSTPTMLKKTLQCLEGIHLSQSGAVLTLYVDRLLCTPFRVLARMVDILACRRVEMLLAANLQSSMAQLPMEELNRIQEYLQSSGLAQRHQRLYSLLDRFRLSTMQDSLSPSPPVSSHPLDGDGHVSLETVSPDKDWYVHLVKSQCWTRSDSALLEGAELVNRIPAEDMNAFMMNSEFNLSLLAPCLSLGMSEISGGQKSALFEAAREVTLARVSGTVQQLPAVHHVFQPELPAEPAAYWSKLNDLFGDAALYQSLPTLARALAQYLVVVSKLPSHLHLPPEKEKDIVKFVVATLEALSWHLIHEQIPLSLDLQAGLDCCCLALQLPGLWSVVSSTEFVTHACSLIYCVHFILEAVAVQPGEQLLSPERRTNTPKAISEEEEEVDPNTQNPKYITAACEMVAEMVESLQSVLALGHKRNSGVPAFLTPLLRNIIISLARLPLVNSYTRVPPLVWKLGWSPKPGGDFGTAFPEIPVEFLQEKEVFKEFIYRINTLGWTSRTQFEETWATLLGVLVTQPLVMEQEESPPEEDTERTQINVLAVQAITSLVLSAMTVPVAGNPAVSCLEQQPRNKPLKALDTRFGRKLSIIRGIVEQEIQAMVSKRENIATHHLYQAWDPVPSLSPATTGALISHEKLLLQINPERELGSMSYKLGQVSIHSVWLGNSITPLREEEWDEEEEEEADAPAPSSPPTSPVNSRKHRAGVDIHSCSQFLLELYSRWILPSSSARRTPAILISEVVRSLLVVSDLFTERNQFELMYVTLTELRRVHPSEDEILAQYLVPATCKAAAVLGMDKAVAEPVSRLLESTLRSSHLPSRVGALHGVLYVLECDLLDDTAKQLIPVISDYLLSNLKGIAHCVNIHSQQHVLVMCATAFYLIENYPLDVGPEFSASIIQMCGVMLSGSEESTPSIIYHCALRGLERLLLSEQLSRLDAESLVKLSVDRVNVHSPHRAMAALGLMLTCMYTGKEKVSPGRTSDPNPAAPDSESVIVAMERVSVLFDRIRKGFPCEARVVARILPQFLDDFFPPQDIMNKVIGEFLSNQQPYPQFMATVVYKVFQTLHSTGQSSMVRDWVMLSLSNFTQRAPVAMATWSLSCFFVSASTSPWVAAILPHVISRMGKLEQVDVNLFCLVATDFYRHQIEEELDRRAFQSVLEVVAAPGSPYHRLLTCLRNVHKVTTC
* = called active by the depositor; & = joins results of further samples; ! = repeats disagree. No stated cut-off is given here; in the data, active means inhibition above about 50%; inactive means the rest.

Screening CC1CCCC(NC(=O)C2c3ccccc3C(=O)N2CCC2=CCCCC2)C1C (stereo not drawn) returned Pf apPOL inh -18 and mHTT-CaM PPI inh -3.
`COc1ccc([N+](=O)[O-])cc1NC(=O)COc1ccccc1OC` gave Pf apPOL inh -8 and mHTT-CaM PPI inh -6.
Cc1nc(-c2ccc(C)c(S(=O)(=O)N3CCN(c4ccccc4)CC3)c2)cs1 was read as Pf apPOL inh 3 and mHTT-CaM PPI inh -1.
CCOc1ccc(CNC(=O)C2CCCN(c3cc(=O)n(C)c(=O)n3CC)C2)cc1 (stereo not drawn) was read as Pf apPOL inh -4 and mHTT-CaM PPI inh -3.
Screening CC(=O)N1CCN(c2ccc(NC(=O)c3cccc(OCc4ccccc4)c3)cc2)CC1 returned Pf apPOL inh -10 and mHTT-CaM PPI inh 8.
O=C(NCc1ccccc1)c1cc2c(s1)CCN(C(=O)c1ccc(F)cc1)C2 was read as Pf apPOL inh 2 and mHTT-CaM PPI inh 5.
For CCOC(=O)CNC(=O)CN1CCC(Cn2cnc3cc(C)c(C)cc32)CC1 the results were Pf apPOL inh -3 and mHTT-CaM PPI inh -13.
`Cc1cc(O)c2c(c1)OC(=Cc1cn(C)c3ccccc13)C2=O` gave Pf apPOL inh -2 and mHTT-CaM PPI inh 72*.
O=C(Cc1ccc(Cl)cc1)N1CCN(c2ccc(Cl)cc2[N+](=O)[O-])CC1 was read as Pf apPOL inh -4&2 and mHTT-CaM PPI inh 58*!.
COc1cccc(CNC(=O)CC2CCN(C(=O)c3[nH]c(C)cc3C)CC2)c1 was read as Pf apPOL inh 3 and mHTT-CaM PPI inh 20.
Screening Cc1cccc(C(=O)N2CCCC2COc2ccc(C(=O)NC3CC3)cc2)c1 (stereo not drawn) returned Pf apPOL inh 5 and mHTT-CaM PPI inh 1.
O=C(Nc1ccc(NC(=O)c2ccc([N+](=O)[O-])cc2Cl)cc1Cl)c1ccco1 was read as Pf apPOL inh -1 and mHTT-CaM PPI inh -2.
`COc1ccc(OC)c(NC(=O)c2cnn3cccnc23)c1` gave Pf apPOL inh -3 and mHTT-CaM PPI inh 7.
For COc1ccc(C=C2Oc3cc(O)ccc3C2=O)cc1OC the results were Pf apPOL inh -6 and mHTT-CaM PPI inh -6.
For COc1cc(C)c(C)cc1S(=O)(=O)NCC1CCN(C(=O)Oc2ccccc2)CC1 the results were Pf apPOL inh -11 and mHTT-CaM PPI inh 9.
For CCc1ccc(CN2CCC(C(=O)N3CCCCC3)CC2)cc1 the results were Pf apPOL inh -3 and mHTT-CaM PPI inh -6.
Screening N=C1NC(=O)/C(=C/c2cc([N+](=O)[O-])ccc2Cl)S1 returned Pf apPOL inh -3 and mHTT-CaM PPI inh 25.
For Cc1ncc(CSc2nccc(=O)[nH]2)c(CO)c1O the results were Pf apPOL inh -1.
For COc1ccc(-c2nc(C#N)c(N3CCOCC3)o2)cc1 the results were Pf apPOL inh -1 and mHTT-CaM PPI inh -1.
Screening COC(=O)C1C(=O)NC(SCC(=O)Nc2ccccc2C)=C(C#N)C1c1ccccc1C (stereo not drawn) returned Pf apPOL inh -8 and mHTT-CaM PPI inh 9.
For NS(=O)(=O)c1ccc(S(=O)(=O)Nc2ccccc2)cc1 the results were Pf apPOL inh -1 and mHTT-CaM PPI inh -3.
`Nc1csc(C(F)(F)F)c1-c1ccccc1` gave Pf apPOL inh -9.
For O=C(Nc1ccc(C2(C(=O)NCC3CC3)CCCCC2)cc1)C1CC1 the results were Pf apPOL inh 9 and mHTT-CaM PPI inh -10.
For Cc1ccc(S(=O)(=O)NCCNc2c(Cl)cccc2[N+](=O)[O-])cc1 the results were Pf apPOL inh -7 and mHTT-CaM PPI inh 25.
`CC1(C)CC(=O)C2=C(C1)N(c1ncn[nH]1)C(N)=C(C#N)C2c1ccccc1C(F)(F)F` (stereo not drawn) gave Pf apPOL inh -5 and mHTT-CaM PPI inh -4.
CCC1(CC)Cc2ccccc2C(CC(=O)N2CCOCC2)=N1 was read as Pf apPOL inh -5 and mHTT-CaM PPI inh 15.
For CC1(C)Cc2c(sc3nc(SCc4ccc5c(c4)OCO5)n(-c4ccccc4)c(=O)c23)CO1 the results were Pf apPOL inh -3 and mHTT-CaM PPI inh -1.
`CCC(=O)N1CCN(c2nc3c(s2)CC(C(=O)NCc2cccs2)CC3)CC1` (stereo not drawn) gave Pf apPOL inh -3 and mHTT-CaM PPI inh 16.
Screening Cc1cccc(-c2noc(C3CCCN3C(=O)c3ccncc3)n2)c1 (stereo not drawn) returned Pf apPOL inh -2 and mHTT-CaM PPI inh 13.
Screening O=C(NC1CCN(c2ccccc2C(=O)N2CCCC2)CC1)C1CCCC1 returned Pf apPOL inh -8 and mHTT-CaM PPI inh 25.
COc1ccc(C2=NOC(C(=O)N(C)Cc3ccccc3)C2)cc1 (stereo not drawn) was read as Pf apPOL inh 1 and mHTT-CaM PPI inh -11.
CCC(=O)N1CCc2ccccc2C1C(=O)NCc1ccc(OC)c(OC)c1 (stereo not drawn) was read as Pf apPOL inh 2 and mHTT-CaM PPI inh -1.
Screening Nc1cc(N)nc(SCC(=O)Nc2cccc(Cl)c2)n1 returned Pf apPOL inh -3 and mHTT-CaM PPI inh -1.
`O=C(CN1C(=O)c2ccccc2C1=O)NCc1ccc2c(c1)OCO2` gave Pf apPOL inh 0.
Screening Cc1ccc(-n2c(N3CCCC(C(=O)NC4CC4)C3)nc3ccsc3c2=O)cc1 (stereo not drawn) returned Pf apPOL inh -2 and mHTT-CaM PPI inh 5.
Screening O=C(Cn1c(=O)n(-c2cc(F)ccc2F)c(=O)c2sccc21)NCc1ccccc1 returned Pf apPOL inh -5 and mHTT-CaM PPI inh -3.
`CC(C)NC(=O)c1cc(N2CCOCC2)nc2ccccc12` gave Pf apPOL inh -6 and mHTT-CaM PPI inh 0.
`CCOCCCNC(=O)c1ccc(CS(=O)(=O)Cc2ccccc2C)o1` gave Pf apPOL inh -15 and mHTT-CaM PPI inh -2.
For CC(C)(C)c1cc([N+](=O)[O-])c(OC(=O)c2cccnc2Oc2ccccc2)c(C(C)(C)C)c1 the results were Pf apPOL inh -6.
`O=C(Nc1ccc2c(c1)OCCO2)c1ccc(CN2CCOCC2)cc1` gave Pf apPOL inh -1 and mHTT-CaM PPI inh 0.
CCC(=O)Nc1nnc(C2CC(=O)N(c3ccc(S(C)(=O)=O)cc3)C2)o1 (stereo not drawn) was read as Pf apPOL inh -3 and mHTT-CaM PPI inh 10.
`CCOC(=O)C(=O)Nc1cc(C)ccc1OC` gave Pf apPOL inh -3 and mHTT-CaM PPI inh -7.
COc1ccc(Cl)cc1NC(=O)c1cc(C)n2nc(C)cc2n1 was read as Pf apPOL inh -2 and mHTT-CaM PPI inh -3.
Screening COCc1cc(C)nc2sc3c(nnn4c5ccccc5nc34)c12 returned Pf apPOL inh 1 and mHTT-CaM PPI inh 3.
Screening CC(=O)C1=C(C)NC(SCC(=O)c2ccc(-c3ccccc3)cc2)=C(C#N)C1c1ccco1 (stereo not drawn) returned Pf apPOL inh -3 and mHTT-CaM PPI inh 18.

Three structures out of the list, sorted by length of the SMILES, ascending.
Screening COCc1cc(C)nc2sc3c(nnn4c5ccccc5nc34)c12 returned Pf apPOL inh 1 and mHTT-CaM PPI inh 3.
`O=C(Nc1ccc2c(c1)OCCO2)c1ccc(CN2CCOCC2)cc1` gave Pf apPOL inh -1 and mHTT-CaM PPI inh 0.
Screening Cc1ccc(-n2c(N3CCCC(C(=O)NC4CC4)C3)nc3ccsc3c2=O)cc1 (stereo not drawn) returned Pf apPOL inh -2 and mHTT-CaM PPI inh 5.

Going on with the list.
Cc1ccc(S(=O)(=O)N2CCC(=O)N([C@H](COCc3cccc(C(F)(F)F)c3)C(C)C)CC2)cc1 was read as Pf apPOL inh -10 and mHTT-CaM PPI inh 22.
`O=C(NC1Cc2ccccc2C1)c1ccc(Oc2cc(Cl)cc(Cl)c2)o1` gave Pf apPOL inh -4.
For COc1ccc(Cl)cc1C(=O)NCc1cccnc1 the results were Pf apPOL inh -6 and mHTT-CaM PPI inh -8.
`CCC(=O)Nc1ccc(NC(=O)c2ccc(OC)c([N+](=O)[O-])c2)cc1` gave Pf apPOL inh 0 and mHTT-CaM PPI inh 3.
For O=C(NCc1cc(F)cc(F)c1)C1CCc2nc(N3CCCCC3)ncc2C1 (stereo not drawn) the results were Pf apPOL inh -5 and mHTT-CaM PPI inh -6.
`Cc1ccc(CNC(=O)CSc2nc3ccccc3[nH]2)cc1` gave Pf apPOL inh -10 and mHTT-CaM PPI inh -1.
`Cn1ncc2c1ncn1c(-c3ccccc3Cl)nnc21` gave Pf apPOL inh -3 and mHTT-CaM PPI inh 1.
Screening Cc1ccc(CNC(=O)C2CCCN(c3ncnc4c3nc3n4CCCCC3)C2)cc1 (stereo not drawn) returned Pf apPOL inh -2 and mHTT-CaM PPI inh 21.
`COc1cccc2c1OC(c1cccc(F)c1)N1N=C(c3ccco3)CC21` (stereo not drawn) gave Pf apPOL inh -17 and mHTT-CaM PPI inh 32.
`O=C(c1cccc([N+](=O)[O-])c1)N1N=C2CCCCCC2C1(O)C(F)(F)F` (stereo not drawn) gave Pf apPOL inh -2 and mHTT-CaM PPI inh 2.
For CCOC(=O)C1CCN(c2ccc(C(C)=O)cc2N)CC1 the results were Pf apPOL inh -6.
Screening COc1ccc(S(=O)(=O)N2CCC(C(=O)N3CCOCC3)CC2)cc1OC returned Pf apPOL inh 1 and mHTT-CaM PPI inh -1.
CN(C)CCCNc1ncnc(N)c1[N+](=O)[O-] was read as Pf apPOL inh -2 and mHTT-CaM PPI inh -6.
CSC(=NC#N)SC=CC(=O)c1ccc(Br)cc1 was read as Pf apPOL inh -3.
Screening CCCCCc1ccc(-c2cn(Cc3ccc4c(c3)C(=O)c3ccccc3C4=O)nn2)cc1 returned Pf apPOL inh -4 and mHTT-CaM PPI inh 6.
`COc1ccc(C(=O)NCCn2c(C)cc3ccccc32)cc1OC` gave Pf apPOL inh 0 and mHTT-CaM PPI inh 16.
For COc1ccc(C=C2NC(=O)CN(C(C)=O)C2=O)cc1 the results were Pf apPOL inh -8.
`Cc1ccc(C(=O)CSc2nc(N)c(C#N)c(-c3cccs3)c2C#N)cc1` gave Pf apPOL inh -2 and mHTT-CaM PPI inh -1.
CCCc1ccc(Oc2cn[nH]c2-c2ccc(O)cc2O)cc1 was read as Pf apPOL inh 4 and mHTT-CaM PPI inh 82*.
`Fc1ccc(C2=CSC(N=Cc3ccco3)=NN2)cc1` gave Pf apPOL inh 2 and mHTT-CaM PPI inh 68*.
Screening CCCN1CCC(=O)N([C@H](CSc2ccc(OC)cc2)CC(C)C)CC1 returned Pf apPOL inh -1 and mHTT-CaM PPI inh 16.
For Cc1onc(-c2ccccc2Cl)c1C(=O)Nc1ccc(CN2CCCC2)cc1 the results were Pf apPOL inh -3 and mHTT-CaM PPI inh -1.
For O=[N+]([O-])c1cccc(S(=O)(=O)/C=C/c2ccccc2)c1 the results were Pf apPOL inh 1 and mHTT-CaM PPI inh 7.
Screening CC1=CC(c2ccccc2)n2nc(NC(=O)CCCC(=O)O)nc2N1 (stereo not drawn) returned Pf apPOL inh -13 and mHTT-CaM PPI inh 0.
`COC(=O)c1ccc(=O)oc1` gave mHTT-CaM PPI inh -8.
For CC1(C)CCc2cc(-c3ccnc(SCC(=O)c4ccc(Cl)cc4)n3)ccc2O1 the results were Pf apPOL inh -5.
`COc1ccc(OC)c(NC(=O)C2CCCN(S(=O)(=O)c3cccs3)C2)c1` (stereo not drawn) gave Pf apPOL inh -6 and mHTT-CaM PPI inh -4.
`COc1cc(N/C=C(\C#N)c2nc(-c3ccc([N+](=O)[O-])cc3)cs2)c(OC)cc1Cl` gave Pf apPOL inh -3 and mHTT-CaM PPI inh 1.
`COc1cc(C2SCCS2)cc(Br)c1O` gave Pf apPOL inh -8.
COc1ccc(N2COc3ccc4c(=O)c(-c5ccccc5)coc4c3C2)c(OC)c1 was read as Pf apPOL inh -7 and mHTT-CaM PPI inh 76*.
`N#CC1=C(N)OC2=C(C(=O)CCC2)C12CCC1(CC2)OCCO1` gave mHTT-CaM PPI inh -1.
COc1ccc(-c2cn3ccn(-c4ccc(F)cc4)c(=O)c3n2)cc1OC was read as Pf apPOL inh 3 and mHTT-CaM PPI inh -2.
`COc1ccc(S(=O)(=O)CCC(=O)Nc2ccc(C)c(F)c2)cc1` gave Pf apPOL inh -4 and mHTT-CaM PPI inh 1.
For O=C(NC1CCCCC1)c1ccc2ncc3c(=O)n(-c4ccccc4)[nH]c3c2c1 the results were Pf apPOL inh 1 and mHTT-CaM PPI inh 28.
Screening O=C(CN1C(=O)C(c2ccc(F)cc2)=NC12CCCCC2)Nc1ccc(Cl)cc1 returned Pf apPOL inh -10 and mHTT-CaM PPI inh 77*.
`Cc1nc(C(=O)Nc2ccc(F)c(C)c2)c(C)o1` gave Pf apPOL inh 10 and mHTT-CaM PPI inh -20.
CCCCN1CC23C=CC(O2)C(C(=O)OCC(C)C)C3C1=O (stereo not drawn) was read as Pf apPOL inh -2 and mHTT-CaM PPI inh -4.

Compounds above with two or more sulfur atoms, in the order listed:
Cc1nc(-c2ccc(C)c(S(=O)(=O)N3CCN(c4ccccc4)CC3)c2)cs1 was read as Pf apPOL inh 3 and mHTT-CaM PPI inh -1.
For NS(=O)(=O)c1ccc(S(=O)(=O)Nc2ccccc2)cc1 the results were Pf apPOL inh -1 and mHTT-CaM PPI inh -3.
For CC1(C)Cc2c(sc3nc(SCc4ccc5c(c4)OCO5)n(-c4ccccc4)c(=O)c23)CO1 the results were Pf apPOL inh -3 and mHTT-CaM PPI inh -1.
`CCC(=O)N1CCN(c2nc3c(s2)CC(C(=O)NCc2cccs2)CC3)CC1` (stereo not drawn) gave Pf apPOL inh -3 and mHTT-CaM PPI inh 16.
CSC(=NC#N)SC=CC(=O)c1ccc(Br)cc1 was read as Pf apPOL inh -3.
`Cc1ccc(C(=O)CSc2nc(N)c(C#N)c(-c3cccs3)c2C#N)cc1` gave Pf apPOL inh -2 and mHTT-CaM PPI inh -1.
`COc1ccc(OC)c(NC(=O)C2CCCN(S(=O)(=O)c3cccs3)C2)c1` (stereo not drawn) gave Pf apPOL inh -6 and mHTT-CaM PPI inh -4.
`COc1cc(C2SCCS2)cc(Br)c1O` gave Pf apPOL inh -8.

Screening results: PubChem BioAssay, University of Kansas High Throughput Screening Laboratory

Compounds as they come (roughly 3.6% active in at least one column).
